# hgDAF12 agonist: agonists of H. glycines DAF-12 nuclear receptor. HEK293 GAL4-hgDAF12 UAS-luciferase reporter, agonist luminescence; normalized to butyrate control. activation, % at 6.8 µM. actives 1.8% (n = 370,000). AID 687014;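 active = activation above a cutoff set at the mean of all screened compounds plus 3 SD, cut at about 10% in these data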;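 note: 0% = DMSO wells and 100% = sodium butyrate wells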
# HGIII-sPLA2 inh: Inhibits HGIII-sPLA2 liposome hydrolysis, primary screen | QFRET BODIPY PC-A2 liposome hydrolysis, fluorescence | inhibition, % at 12.2 µM | actives 0.56% (n = 370,000);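 active = inhibition above mean plus 3 SD of compounds lying within the high and low control bounds, cut at about 19% in these data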;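 note: 0% = median of test compound wells and 100% = no enzyme DMSO wells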
# ssDAF12 agonist: S. stercoralis DAF-12 activation, primary screen. activation, % at 6.8 µM. AID 652126. HEK293 ssDAF-12/GRIP1 lit1-tk-luc reporter, luminescence; % of 3 µM dafachronic acid response. actives 1% (n = 370,000);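 active = activation above the mean over all tested compounds plus 3 SD, cut at about 0.9% in these data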;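 note: 0% = DMSO-only wells and 100% = 3 µM delta7-dafachronic acid wells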
# DAX1 inh-1: inhibitors of DAX1 repression of SF-1 activated StAR promoter. HEK293T StAR-luciferase reporter, SF-1/DAX-1 repression relief. inhibition, % at 6.8 µM. actives 1.1% (n = 370,000). AID 652010;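 active = inhibition above the mean over all tested compounds plus 3 SD, cut at about 3.6% in these data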;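 note: 0% = DAX-1 cells with DMSO and 100% = cells lacking DAX-1 with DMSO; higher inhibition means more luminescence from relief of DAX-1 repression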
# KLK7 zymogen act: proKLK7 (human) activation, primary screen | actives 0.9% (n = 370,000) | activation, % at 7 µM | purified proKLK7, EDANS-DABCYL substrate fluorescence; 100% is mature enzyme control, 0% vehicle;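 active = activation above the mean of all tested compounds plus 3 SD, computed per campaign excluding outliers beyond control limits, cut at about 13% in these data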
# SMARCA2 activ: SMARCA2 function activation, primary screen | MG213 cells, MMTV-luciferase reporter, dexamethasone, overnight | activation, % at 9.1 µM | actives 1% (n = 370,000); in the data active = activation above about 7.8%;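 note: 0% = vehicle wells and 100% = reference activator wells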
# hcDAF-12 act: activates DAF-12 receptor from parasite H. contortus | AID 652067 | HEK293 hcDAF-12 lit1-tk-luc reporter, luminescence; 0% DMSO, 100% Δ7-dafachronic acid | activation, % at 6.8 µM | actives 1.4% (n = 370,000);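 active = activation above the mean of all tested compounds plus 3 SD, cut at about 5.5% in these data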;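 note: 100% = response to 3 µM Δ7-dafachronic acid high control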
# GAA850 FXN act: activators of GAA850 frataxin (FXN) promoter. HEK293 lucGAA850 FXN promoter luciferase reporter, 24 h; percent of 10 µM SAHA response. activation, % at 6 µM. actives 0.56% (n = 360,000). AID 540364;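 active = activation above the average of all compounds screened plus 3 SD, cutoff fixed separately per campaign, cut at about 7.5% in these data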;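 note: 0% = DMSO wells and 100% = 10 µM SAHA wells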
# DAX1 inh-2: inhibitors of human orphan nuclear receptor DAX1 (NR0B1). P51843. actives 0.99% (n = 340,000). AID 504766. inhibition, % at 6.75 µM. HEK293 Gal4-DAX1 luciferase reporter, luminescence;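 active = inhibition above the mean over all tested compounds plus 3 SD, cut at about 4.2% in these data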;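 note: 0% = DAX1-transfected cells with DMSO and 100% = empty-vector control cells with DMSO; inhibition shows as a rise in luminescence from relieved DAX1 repression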
# NPR2 activator: GC-B (human) receptor activation; P20594; HEK293-GC-B cells, CNP EC30, cGMP TR-FRET; 0% at EC30 CNP, 100% saturating CNP; activation, % at 10 µM; AID 1920062; actives 0.11% (n = 370,000);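 active = activation at 10 µM reaching about 35% in either raw or pattern-adjusted values, limit read from the data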
# Target sequence (P20594 whole entry, looked up): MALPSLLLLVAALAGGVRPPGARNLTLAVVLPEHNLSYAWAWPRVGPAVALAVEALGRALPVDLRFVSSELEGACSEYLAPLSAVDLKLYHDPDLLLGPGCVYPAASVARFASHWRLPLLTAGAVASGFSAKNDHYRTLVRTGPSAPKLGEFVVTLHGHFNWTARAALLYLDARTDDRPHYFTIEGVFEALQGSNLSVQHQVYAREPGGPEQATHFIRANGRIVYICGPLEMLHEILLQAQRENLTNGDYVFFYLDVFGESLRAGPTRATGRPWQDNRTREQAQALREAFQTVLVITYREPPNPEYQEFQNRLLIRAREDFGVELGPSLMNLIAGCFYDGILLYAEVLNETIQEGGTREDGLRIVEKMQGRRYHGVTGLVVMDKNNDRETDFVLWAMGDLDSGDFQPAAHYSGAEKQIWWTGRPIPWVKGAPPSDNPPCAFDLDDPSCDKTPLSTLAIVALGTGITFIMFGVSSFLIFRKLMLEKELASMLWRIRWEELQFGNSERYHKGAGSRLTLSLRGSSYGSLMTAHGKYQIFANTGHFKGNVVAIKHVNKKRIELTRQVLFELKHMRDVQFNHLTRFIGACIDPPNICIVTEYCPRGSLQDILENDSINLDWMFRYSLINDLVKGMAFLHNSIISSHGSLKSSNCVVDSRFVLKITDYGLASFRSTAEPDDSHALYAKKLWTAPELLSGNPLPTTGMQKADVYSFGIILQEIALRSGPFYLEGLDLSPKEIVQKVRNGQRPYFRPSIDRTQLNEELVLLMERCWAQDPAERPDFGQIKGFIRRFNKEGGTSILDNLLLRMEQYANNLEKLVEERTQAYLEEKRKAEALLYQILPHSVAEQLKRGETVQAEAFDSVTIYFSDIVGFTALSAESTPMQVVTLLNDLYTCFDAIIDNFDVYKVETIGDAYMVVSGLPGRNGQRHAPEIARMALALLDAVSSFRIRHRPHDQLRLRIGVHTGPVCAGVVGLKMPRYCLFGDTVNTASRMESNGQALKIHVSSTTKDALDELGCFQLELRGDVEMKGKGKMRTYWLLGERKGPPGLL
# NPR1 activator: GC-A (human) enzyme activation | P16066 | HEK293 GC-A cells, cGMP TR-FRET, EC30 ANP; 0% at EC30 ANP, 100% saturating ANP | activation, % at 10 µM | actives 0.14% (n = 370,000) | AID 1671463; in the data active = activation above about 40%
# * = called active by the depositor; nt = no result given.
canonical_smiles,hgDAF12 agonist,HGIII-sPLA2 inh,ssDAF12 agonist,DAX1 inh-1,KLK7 zymogen act,SMARCA2 activ,hcDAF-12 act,GAA850 FXN act,DAX1 inh-2,NPR2 activator,NPR1 activator
CC1=Nc2cc(C(=O)O)ccc2Sc2ccc(C)cc21,1.0,-14,-1.5,-0.2,-0.3,-1,1.2,-1.2,-0.8,-7,1
C=CCNC(=O)c1cc(Cl)ccn1,-1.0,9,-1.5,-0.7,-0.7,-2,-1.3,1.1,0.1,-1,3
Cc1ccc(C)c(-n2nnnc2SCC(=O)NCCC2=CCCCC2)c1,-1.3,-6,-0.6,0.2,-0.1,-4,-0.4,0.8,-0.2,-2,1
COc1ccccc1OCC(=O)N/N=C/c1c(O)ccc2ccccc12,-0.4,12,-1.4,-1.8,-0.2,-2,-1.6,-5.6,0.7,0,-1
C/C(N)=C(/C#N)C(=O)CSc1nnc(-c2ccccc2Br)o1,14*,-5,0.2,3.8*,0.3,2,3.0,2.0,-0.4,-2,0
CCCN1C(=O)SC(CC(=O)Nc2ccc(Br)cc2)C1=O (stereo unspecified),-2.5,-29,-1.4,-0.1,0.4,1,-1.1,-2.2,1.5,-3,0
CCS(=O)(=O)c1ccc2oc(SCC(=O)NC3CCCC(C)C3C)nc2c1 (stereo unspecified),3.6,4,-1.4,-0.6,-0.8,2,1.4,-2.0,-0.2,-5,-1
O=C(O)c1ccccc1C(=O)Nc1ccc(Oc2ccccc2)cc1,2.2,8,-1.3,0.1,-0.1,-4,-1.3,-1.5,nt,-2,-1
COc1ccc2sc(-c3ccccc3OC)c(C#CC(C)(C)O)c2c1,1.2,-30,-1.1,-0.2,-1.1,2,1.6,1.0,0.6,1,-3
Cc1ccc(F)c(S(=O)(=O)NC(=O)C2(C)CCN2C(=O)Cc2cc(F)ccc2F)c1 (stereo unspecified),-0.4,7,-0.3,-0.5,-0.2,-4,-1.3,2.4,nt,-2,-2
COc1cc(-c2ccccc2)[nH]c(=S)n1,0.4,11,-0.9,-0.6,1.1,2,0.0,0.5,-0.2,2,-1
O=c1c(-c2ccccc2)c[nH]n1-c1cccc([N+](=O)[O-])c1,2.6,-11,-0.6,1.8,0.0,1,0.8,3.2,8.3*,0,-5
O=C(NC(=S)Nc1cccc2ncccc12)c1ccccc1,4.3,9,-1.9,-0.6,0.2,-3,-0.9,0.9,-0.3,0,-6
Cc1nn(-c2ccccc2)c2sc(C(=O)NCCc3ccccc3)cc12,5.1,-17,-2.0,-1.0,-0.1,-4,-0.1,nt,nt,12,7
CSc1ccccc1NC(=O)Nc1cccc(Cl)c1,0.3,-29,-1.7,-0.6,-0.2,1,-1.6,1.2,0.0,-10,2
COc1ccc(-c2c(C#Cc3ccsc3)c3cc(-c4cccc5[nH]ccc45)ccc3n2C)cc1,-0.8,0,-0.6,-0.1,-4.3,2,-0.5,2.2,-0.6,9,3
O=C(NCCc1ccccc1)N1CCCC(CNS(=O)(=O)Cc2ccccc2)C1 (stereo unspecified),1.1,-3,-0.3,0.5,0.3,0,-0.2,2.2,-0.9,1,2
S=C(Nc1ccc(Oc2ccccc2)cc1)N1CCOCC1,-1.7,16,-1.5,-0.1,-0.9,-3,-0.4,3.2,0.4,-2,8
CN1C(=O)NC(NC(=O)c2ccncc2)(C(F)(F)F)C1=O (stereo unspecified),-0.3,0,-0.1,-0.5,0.1,-1,0.8,2.2,-0.3,4,-3
Cc1cccc(NS(=O)(=O)c2cc3c4c(c2)CC(=O)N4CCC3)c1C,-1.0,-49,-1.5,-2.4,0.2,0,-0.8,2.0,-0.1,-5,-4
CCN(CC(=O)Nc1ccc(C(C)=O)cc1)CC(=O)Nc1cccc(OC)c1,0.1,-7,-1.6,0.4,0.0,-1,-1.0,0.7,0.0,-2,0
CC(C)[C@H](NC(=O)[C@H](CCCN=C(N)N)NC(=O)NC(Cc1ccccc1)C(=O)O)C(=O)NC(C=O)CCCN=C(N)N (stereo partly specified),-2.2,6,-1.6,-0.2,0.4,-1,-1.9,-1.0,0.6,-4,-28
C[C@H]1CN([C@@H](C)CO)C(=O)Cc2cc(NC(=O)Nc3ccccc3)ccc2O[C@H]1CN(C)Cc1ccccc1,-3.2,-45,-1.5,0.1,0.0,-2,-1.4,-1.1,-0.4,1,1
Cn1nnnc1Sc1ncnc2scc(-c3cccc4c3sc3ccccc34)c12,-1.3,5,-0.5,0.5,0.2,1,1.1,-1.3,-0.2,0,-3
C=CCNC(=O)c1cccc(OC2CCN(CC(C)(C)C)CC2)c1,0.0,7,-1.1,0.2,0.5,0,2.7,1.9,-0.8,3,0
O=C(COC(=O)CCS(=O)(=O)c1ccccc1)Nc1ccccc1,-0.1,3,-1.1,0.1,-0.5,0,-1.7,2.8,-0.1,1,1
O=C1NCCN1C(=O)c1ccccc1F,1.4,3,-1.1,-0.5,-0.3,0,0.3,-3.4,0.0,-5,5
C=CCc1cccc(/C=C/c2cc(=O)c3ccccc3[nH]2)c1O,4.5,-11,-1.1,0.0,-0.9,2,2.0,4.0,-1.6,-3,-3
CNC(=O)/C=C/c1cc(C(=O)c2ccc(Cl)cc2Cl)cn1C,-1.6,5,-0.8,-0.3,0.8,-1,-1.5,0.8,0.2,-1,4
COC(=O)c1c(NC(=O)CSc2ncnc3ccccc23)sc(C)c1C,-0.6,0,0.1,-0.6,0.0,-1,3.1,3.2,0.1,2,5
CCOC(=O)c1cc(-c2ccc(Cl)s2)nc2c1c(C)nn2C,-0.7,4,-1.2,0.1,-3.8,0,0.5,nt,nt,-2,6
CCn1c(Cc2ccccc2)nnc1SCC(=O)Nc1ccc(C)cc1,-1.1,0,-1.2,0.9,0.0,-2,-1.6,1.5,0.9,2,-7
CCCCOC(=O)CSCC(=O)Nc1cc(C)on1,1.6,3,-1.4,0.3,0.1,-2,-1.8,-0.5,0.4,2,0
O=C(CN(CCc1ccccc1)Cc1ccccc1)Oc1ccccc1P(=O)(O)O,0.8,2,-0.9,0.0,0.1,-2,-1.2,0.3,1.5,1,-1
CSc1ccc(CN2CCCN(C)CC2)cc1,0.4,-3,-1.2,0.2,-0.6,3,-2.1,1.2,0.9,2,0
CCc1nn(CC(=O)Nc2cc(C)ccc2C)c(=N)s1,-0.7,3,-1.5,0.9,0.3,0,-1.1,-1.2,0.6,2,-4
CCn1c(CNC(=O)c2ccccc2F)cc2ccccc21,3.8,-7,-0.1,0.3,0.9,1,3.1,3.6,0.2,0,-2
O=C(CCl)N1CCN2C(=O)c3ccccc3C12c1ccc(Cl)cc1 (stereo unspecified),-3.9,-2,-1.9,-2.0,-0.2,-4,-1.7,-3.0,-0.1,-2,-50
CCc1nnc(NC(=O)CCN(c2cc(C)cc(C)c2)S(=O)(=O)c2ccc(Cl)cc2)s1,0.8,-6,-1.6,-0.4,-0.4,-2,-1.4,-0.8,0.9,-4,-3
COC(=O)c1c(NC(=O)CCC(=O)O)sc2c1CCCCC2,-1.4,-4,-0.5,0.0,0.8,1,-0.6,3.3,1.0,4,-3
O=C(COC(=O)C1=COCCO1)NC1CCCCC1,1.2,-6,-0.4,0.9,-0.1,4,1.4,3.4,2.8,3,5
O=C1CC2(CCN(C(=O)C3CC(=O)N(c4ccccc4)C3)CC2)Oc2ccccc21 (stereo unspecified),-0.5,-3,-0.7,-2.2,0.6,-2,-1.9,-1.2,-2.2,7,0
O=C(NCCC1=CCCCC1)c1cc2ccccc2oc1=O,0.9,-1,-1.7,0.0,-0.3,-3,-1.0,1.1,-0.9,-8,5
CCN(CC(=O)Nc1ccc(NC(C)=O)cc1)C(=O)/C=C/c1c(C)nn(-c2ccc(F)cc2)c1C,-3.1,-8,-0.8,-0.8,-0.1,4,-1.2,0.4,-0.1,5,-5
CCCS(=O)(=O)N1CCC(C(=O)NCc2cccnc2)CC1,-0.8,1,-1.0,-0.2,-0.3,-2,2.3,-2.1,0.1,-5,2
COc1nc(N)c(S(=O)(=O)c2ccc(C)cc2)cc1C#N,-1.6,-7,-2.0,-1.4,0.1,-1,-0.8,1.5,0.3,6,3
Cc1nnc(SCC(=O)N(C(C)C)C(C)C)[nH]c1=O,0.0,1,-0.8,1.5,0.0,-5,-1.6,3.0,0.3,4,-1
Cc1sc(NC(=O)CSc2nnnn2C2CCCCC2)c(C#N)c1C,-0.3,-3,-0.4,-0.2,-0.8,-2,-0.9,-0.3,1.9,-3,-9
COCCNC(=O)C1CCCN(C(=O)c2cc(-c3ccccc3)cs2)CC1 (stereo unspecified),8.4,5,-0.8,0.6,-0.4,3,-0.2,1.8,nt,-1,-2
COc1ccc(-n2ncc3c(=O)n(CC(=O)N4CCCc5ccccc54)cnc32)cc1,-1.1,2,-1.5,0.2,-0.6,0,-1.7,0.0,0.7,2,1
CCN(CC)CCNC(=O)/C(=C/c1cn(C)c2ccccc12)NC(=O)c1ccc(OC)c(OC)c1,2.0,-5,-0.1,-0.2,-0.2,-3,1.1,0.9,5.2*,-2,-4
Clc1ccc(C2[C@H]3CN(CC4CCCCC4)[C@H](c4ccccc4)C34CC2(c2ccccc2)C4)cn1 (stereo partly specified),0.5,1,-0.9,-0.3,0.2,4,-1.4,-1.8,1.4,-7,-1
Cc1ccc(OCC(=O)NCCCNC(=O)c2ccccn2)cc1C,1.6,-2,-1.1,-0.4,-0.4,-1,0.3,2.2,0.5,2,3
NC(=S)N/N=C/c1cc([N+](=O)[O-])ccc1OCCOc1ccccc1,-3.4,4,-1.3,-0.4,0.2,-1,-1.8,-1.2,0.7,20,16
COc1ccccc1C(CCNCc1ccccc1)c1ccc(OC(C)C)cc1 (stereo unspecified),-3.4,-3,-1.5,-0.6,0.4,-3,2.8,-4.5,-0.8,-7,-20
CC1CCCC(C)N1/N=C/c1cccc(Br)c1 (stereo unspecified),3.0,2,-1.0,-0.1,0.4,-1,-1.3,-0.3,0.6,0,-4
CN(c1ccccc1C(=O)NCc1ccccc1Cl)S(=O)(=O)c1ccccc1,0.7,-3,-1.6,-0.6,-0.3,-1,-1.4,0.0,0.1,-3,-5
O=C(NCC1CCOCC1)C1Cc2c(-c3ccccc3Oc3ccccc3)ccnc2O1 (stereo unspecified),-3.4,10,-1.7,0.5,0.0,-3,-1.7,-1.9,nt,-9,-4
Cc1ccccc1[C@@H]1C(C#N)=C(N)S[C@H]1C(=O)c1ccccc1,0.2,-14,-1.5,-0.6,0.1,-4,-1.6,-0.7,-1.9,-3,9
